High-throughput results as filed in PubChem BioAssay.
WT yeast gro inh: growth inhibition of WT yeast, mitochondrial fusion screen; mitochondrial fusion phenotypic screen, WT strain; inhibition, % at 10 µM; 190,000 tested, 2.1% active; in the data active = inhibition above about 58%; tested in S. cerevisiae
TNAP activators: human TNAP enzyme activators, primary screen, biochemical, luminescent, no phosphate acceptor, uHTS (AID 1001); 200,000 tested, 0.03% active; purified TNAP, luminescent activation assay, no phosphate acceptor; higher activation fold means a stronger effect; one-dose activation fold at 20 µM; EC50 in µM for titrated hits; in the data active = activation fold from about 3, or a potency from the dose series; inactive = the rest, 99 in 100 with activation fold below about 1.6; note: many of its hits are not listed in these tables
Yfh1-off respiration: mitochondrial function rescue without frataxin homolog – Friedreich's ataxia, plus single-dose screen, dose response (AID 1465); S. cerevisiae Yfh1-off respiration, WST-1 reduction, 72 h; higher fold induction means a stronger effect; fold induction at 50 µM, or EC50 in µM where a hit was titrated; 220,000 tested, 0.074% active;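 active = fold induction of absorbance versus untreated yeast above a set limit, then at least 30% activation at any dose in follow-up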;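 note: activators that raise dye reduction in frataxin-depleted yeast; strong numbers were not always called active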
human PMI inhibition: inhibitors of human PMI, primary screen, biochemical, fluorescence intensity, coupled assay (AID 1209); purified PMI enzyme, coupled fluorescence intensity; higher % means a stronger effect; one-dose inhibition, % at 20 µM; IC50 in µM for titrated hits; 190,000 tested, 0.42% active;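 note: plate controls were DMSO vehicle for no effect and wells lacking substrate for full effect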
human PMI inhibitors: human PMI inhibitors, high substrate, primary screen, biochemical, fluorescence intensity, high mannose 6-phosphate (AID 1220) | recombinant PMI enzyme, coupled fluorescence intensity; higher % means a stronger effect | inhibition, % at 20 µM, or IC50 in µM where a hit was titrated | 190,000 tested, 0.66% active
M17LAP inhibition: P. falciparum M17LAP inhibitors, primary screen, biochemical, fluorogenic H-Leu-NHMec substrate, 1536-well (AID 1619) | 220,000 tested, 0.38% active | inhibition, % at 30 µM; hits with a dose series show IC50 in µM | recombinant M17LAP, H-Leu-NHMec fluorogenic kinetic assay; higher % means a stronger effect;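 active = compound inhibiting the enzyme by more than half at any dose during confirmatory dose-response retesting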;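 note: plate controls were full reaction with DMSO carrier for no effect and no enzyme background for full effect; strong numbers were not always called active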
P. falciparum M1AAP: malaria alanyl aminopeptidase activity blockers – biochemical, fluorogenic H-Leu-NHMec substrate, 1536-well (AID 1445); recombinant M1AAP, H-Leu-NHMec fluorogenic kinetic assay; higher % means a stronger effect; one-dose inhibition, % at 30 µM; IC50 in µM for titrated hits; 220,000 tested, 0.42% active;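 active = primary inhibition above the hit cutoff, then over 50% inhibition at one or more dose response concentrations, cut at about 23% in these data, passing the limit was not always enough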;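 note: plate controls were DMSO full reaction for no effect and no enzyme background for full effect; strong numbers were not always called active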
LYP phosphatase: inhibitors of LYP phosphatase, biochemical, fluorescence intensity, uHTS (AID 1779) | 290,000 tested, 0.054% active | recombinant LYP phosphatase, fluorescence intensity; higher % means a stronger effect | inhibition, % at 11.5 µM, or IC50 in µM where a hit was titrated;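 note: plate controls were vehicle with enzyme for no effect and no enzyme for full effect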
XIAP displacement: small molecules displacing peptide from XIAP – biochemical, IAP family, fluorescence polarization (AID 1018) | XIAP BIR domain, fluorescence polarization peptide displacement; higher % means a stronger effect | one-dose displacement, % at 20 µM; IC50 in µM for titrated hits | 200,000 tested, 0.007% active; in the data active = displacement above about 50%; note: a part of the inactive calls stands beside numbers as strong as those of hits
WT yeast gro inh mutant strain: recorded beside WT yeast gro inh, whose call it bears; inhibition, %; mitochondrial fusion phenotypic screen, mutant strain inhibition
Active calls of the source: *; i = inactive; x = no result given. Cut-off read from the data, not from the text of the source, unless noted: active = inhibition above about 50%; inactive = the rest.

#	mol	WT yeast gro inh	WT yeast gro inh mutant strain	TNAP activators	Yfh1-off respiration	human PMI inhibition
1	COc1cccc(/C=C2\N=C(c3c(-c4ccccc4)noc3C)OC2=O)c1OC	-12	-5	1	i	5%
2	CC(C)COc1ccc(C(=O)Nc2scc(-c3ccc(Cl)cc3Cl)c2C(N)=O)cc1	4	2	1.1	x	15%
3	CN(C)CCNc1oc(/C=C/c2ccccc2)nc1C#N	-2	-5	1.1	i	4%
4	CCCc1nc2n[nH]c(N)c2c2c1COC(C)(C)C2	-1	-14	1	i	11%
5	CSc1cccc(NC(=S)N(C(C)C)C(C)c2ccccn2)c1 (stereo not given)	31	21	1	i	-10%
6	CC(C)CCn1c(CN2CCN(Cc3ccccc3)CC2)nc2c1c(=O)n(C)c(=O)n2C	-10	5	1.1	i	4%
7	CN(c1ccc(OCC(=O)OCC(=O)NC2CCCC2)cc1)S(=O)(=O)c1ccc2ccccc2c1	-17	-6	1	i	14%
8	CC(C)(C)NC(=O)C[n+]1ccc(C(N)=O)cc1	-2	0	1.1	i	-5%
9	Cc1ccc(-n2cc(C(=O)c3cc(Cl)ccc3O)cc(C#N)c2=O)cc1	52	26	1.1	i	2%
10	Cc1ccc(/C=C2/SC(=O)NC2=S)o1	-2	9	1.1	i	-50%
11	Cc1ccccc1-c1noc(-c2ccccc2C(=O)NCC2CCCO2)n1 (stereo not given)	x	x	x	i	x
12	COc1ccc(CC(=O)c2cc(OC)c(OC)cc2CC(=O)O)cc1OC	-11	-4	1.2	i	-12%
13	O=c1cc2c(nn1Cc1ccc(Cl)cc1)-c1ccccc1CC2	59*	43*	1.1	i	7%
14	Oc1ccc(CN2CCN(c3ccccc3)CC2)c2cccnc12	-11	4	1.2	i	35%
15	O=C1OCCC1Sc1nc2ccccc2s1 (stereo not given)	-14	1	1	i	0%

#	human PMI inhibitors	M17LAP inhibition	P. falciparum M1AAP	LYP phosphatase	XIAP displacement
1	4%	10%	5%	-2%	-4.7%
2	13%	-6%	14%	1%	-0.3%
3	-5%	i	21%	-21%	-4.2%
4	8%	7%	-2%	-4%	-0.5%
5	2%	-2%	3%	-12%	-1.9%
6	10%	4%	1%	-11%	-3.9%
7	24%	1%	0%	6%	-8.8%
8	1%	-3%	-1%	-8%	-1.4%
9	2%	3%	5%	4%	-4.8%
10	-51%	47%	17%	-6%	2.9%
11	x	7%	7%	-13%	x
12	-2%	22%	6%	-3%	2.0%
13	-4%	-3%	-4%	-7%	-8.0%
14	50%*	4%	-7%	-1%	-3.6%
15	4%	-1%	-7%	-11%	-2.2%

Following part:
#	mol	WT yeast gro inh	WT yeast gro inh mutant strain	TNAP activators	Yfh1-off respiration	human PMI inhibition
16	COCCOc1ccc(C(F)(F)F)cc1NC(=O)c1ccccc1	-13	-7	1.1	i	8%
17	CN(C)c1oc(-c2ccccc2)nc1C#N	-5	13	1	i	-5%
18	Cc1ccc(CN2C(=O)CCC2(C)C(=O)NCc2cccnc2)cc1 (stereo not given)	0	-13	1	i	7%
19	CCOC(=O)Cc1cc(=O)n2[nH]c(C)c(-c3ccccc3)c2n1	7	-13	1.1	i	-7%
20	O=C(O)CCCn1cc(NC(=O)c2cccc(F)c2)cn1	-5	-3	1	i	-20%
21	CC1CCCCN1C(=O)CN1C(=O)CN(C)C(=O)c2ccccc21 (stereo not given)	16	0	1.1	i	-12%
22	Cn1c(Oc2ccc(F)cc2)c(C=O)c2ccccc21	-1	-9	1.1	i	-5%
23	Cc1cccc(NC(=S)N(CCc2nc3cc(C)c(C)cc3[nH]2)Cc2cccnc2)c1	-8	-3	1	i	9%
24	CC(C)c1nc(C(=O)N2CCc3c([nH]c4ccccc34)C2c2ccccn2)cs1 (stereo not given)	55	35	1	i	10%
25	Cc1cc2ccccc2n1CCNC(=O)C1CCCCC1	18	0	1	i	22%
26	CCCCNC(=O)c1cc2n(n1)C(C(F)(F)F)CC(c1ccccc1)N2 (stereo not given)	-1	3	1.1	i	8%
27	CCOC(=O)N1CCC(NC(=O)c2cc(C(=O)NCC(OC)OC)ccc2CO)CC1	-5	11	1.2	i	-10%
28	CCOC(=O)CCc1c(C)c(C#N)c2[nH]c3ccccc3n2c1=O	0	6	1.1	i	31%
29	O=C(CN1CCN(Cc2ccccc2)CC1)N/N=C/C=C/c1ccco1	-1	-13	1.2	x	4%
30	CCCN(CCO)Cc1ccc2ccccc2c1	-2	-5	1.1	i	6%

#	human PMI inhibitors	M17LAP inhibition	P. falciparum M1AAP	LYP phosphatase	XIAP displacement
16	-6%	1%	0%	-8%	-3.2%
17	-5%	-11%	11%	-13%	-20%
18	6%	-8%	1%	-8%	-4.8%
19	-9%	-2%	-4%	-2%	-4.5%
20	0%	23%	2%	-6%	-0.7%
21	-11%	5%	-1%	-10%	-6.1%
22	-6%	-1%	-1%	-2%	-5.1%
23	8%	2%	3%	-1%	-7.9%
24	4%	8%	2%	9%	-6.5%
25	17%	5%	7%	3%	-11%
26	7%	-5%	-7%	-4%	-4.0%
27	-11%	-14%	-5%	-1%	-0.8%
28	19%	-238%	4%	1%	-7.3%
29	16%	4%	5%	-9%	-0.5%
30	5%	-14%	0%	-6%	-11%

Reprinted: entries 13 to 20
#	mol	WT yeast gro inh	WT yeast gro inh mutant strain	TNAP activators	Yfh1-off respiration	human PMI inhibition
13	O=c1cc2c(nn1Cc1ccc(Cl)cc1)-c1ccccc1CC2	59*	43*	1.1	i	7%
14	Oc1ccc(CN2CCN(c3ccccc3)CC2)c2cccnc12	-11	4	1.2	i	35%
15	O=C1OCCC1Sc1nc2ccccc2s1 (stereo not given)	-14	1	1	i	0%
16	COCCOc1ccc(C(F)(F)F)cc1NC(=O)c1ccccc1	-13	-7	1.1	i	8%
17	CN(C)c1oc(-c2ccccc2)nc1C#N	-5	13	1	i	-5%
18	Cc1ccc(CN2C(=O)CCC2(C)C(=O)NCc2cccnc2)cc1 (stereo not given)	0	-13	1	i	7%
19	CCOC(=O)Cc1cc(=O)n2[nH]c(C)c(-c3ccccc3)c2n1	7	-13	1.1	i	-7%
20	O=C(O)CCCn1cc(NC(=O)c2cccc(F)c2)cn1	-5	-3	1	i	-20%

#	human PMI inhibitors	M17LAP inhibition	P. falciparum M1AAP	LYP phosphatase	XIAP displacement
13	-4%	-3%	-4%	-7%	-8.0%
14	50%*	4%	-7%	-1%	-3.6%
15	4%	-1%	-7%	-11%	-2.2%
16	-6%	1%	0%	-8%	-3.2%
17	-5%	-11%	11%	-13%	-20%
18	6%	-8%	1%	-8%	-4.8%
19	-9%	-2%	-4%	-2%	-4.5%
20	0%	23%	2%	-6%	-0.7%

More structures.
#	mol	WT yeast gro inh	WT yeast gro inh mutant strain	TNAP activators	Yfh1-off respiration	human PMI inhibition
31	CC(=O)c1ccc(NC(=O)COC(=O)c2ccccc2Nc2ccccc2)cc1	-7	18	1	i	11%
32	COc1ccc(-c2cc(C(=O)NCCCn3ccnc3)no2)cc1OC	-8	-47	1	i	7%
33	O=C(CCNC(=O)c1ccc([N+](=O)[O-])cc1)Nc1cccc(S(=O)(=O)N2CCCCC2)c1	x	x	x	i	x
34	CCOC(=O)c1c(C(C)(C)C)oc2ccc(O)cc12	-20	6	1	i	18%
35	Cc1ccc(Nc2cccccc2=O)cc1	-14	-13	1.1	x	12%
36	COc1ccc2c(c1)C(=O)N(c1ccc(C)cc1)C(=O)C2	-19	-3	1.2	i	-2%
37	O=C(NC1CCS(=O)(=O)C1)c1ccc(S(=O)(=O)N2CCCCC2)cc1 (stereo not given)	-1	13	1	i	-4%
38	CCCn1cc(NC(=O)c2cc(-c3ccccc3)on2)cn1	-8	-10	1.1	i	9%
39	COc1ccc(CC(NC(C)=O)C(=O)NC2CCN(c3c4c(nc5ncnn35)CCC4)CC2)cc1OC (stereo not given)	x	x	x	i	x
40	CC(=O)c1cccc(NC(=O)CCCOc2ccc(C)cc2)c1	11	-16	1.1	i	9%
41	CC(C)CNC(=O)CN(c1cccc(Cl)c1)S(C)(=O)=O	9	12	1.1	i	0%
42	Cc1cc(=O)[nH]c(SCC(=O)NCCc2ccccc2)n1	5	10	1.1	x	1%
43	COc1ccc(CN2C(=O)CN(C3CCCCCC3)C(=O)C2c2ccc(F)cc2)cc1 (stereo not given)	-6	8	1	i	3%
44	CCC(=O)Nc1cccc(C(=O)/C=C/c2cccs2)c1	51	48	1	i	20%
45	Cc1cc(=O)oc(C)c1C(=O)Nc1cccc(F)c1	x	x	x	i	x

#	human PMI inhibitors	M17LAP inhibition	P. falciparum M1AAP	LYP phosphatase	XIAP displacement
31	-2%	-1%	10%	-8%	0.0%
32	-1%	17%	15%	-7%	-1.6%
33	x	2%	15%	-7%	x
34	16%	1%	2%	-4%	0.8%
35	31%	6%	6%	-6%	-2.6%
36	0%	0%	-3%	-8%	-4.4%
37	1%	0%	4%	1%	-5.6%
38	9%	6%	16%	-6%	3.6%
39	x	-3%	4%	1%	x
40	11%	-7%	0%	-8%	-5.6%
41	4%	-11%	2%	-5%	-7.0%
42	-3%	8%	10%	-1%	-4.4%
43	1%	3%	3%	1%	-5.7%
44	9%	7%	5%	-3%	-2.9%
45	x	-3%	2%	-3%	x

Additional records follow.
#	mol	WT yeast gro inh	WT yeast gro inh mutant strain	TNAP activators	Yfh1-off respiration	human PMI inhibition
46	c1ccc2c(Nc3nc(N4CCOCC4)c4ccccc4n3)cccc2c1	85	87	1	i	6%
47	CCOC(=O)C(NC(C)=O)(Nc1ccc(S(=O)(=O)Nc2nccs2)cc1)C(F)(F)F (stereo not given)	-4	8	1.1	i	16%
48	CC(=O)Nc1ccc(-c2cc3ccccc3o2)cc1	3	11	1.1	i	-5%
49	CCOC(=O)c1ccc(NC(=O)C2CC2)cc1	18	26	1.2	i	-3%
50	CC(=O)C1C(c2cccc(F)c2)c2c(n[nH]c2C)CC1(C)O (stereo not given)	x	x	x	i	x
51	CCn1cc(CNC(=O)c2ccc(Cl)c([N+](=O)[O-])c2)c(C)n1	-3	1	1.1	i	9%
52	CN(C)CCNc1ncnc2c1sc1nc(-c3ccccc3)c3c(c12)CCCC3	x	x	x	i	x
53	COc1cccc(C2C(C(=O)c3cc4ccccc4o3)=C(O)C(=O)N2c2cc(C)on2)c1OC (stereo not given)	25	8	1.1	x	8%
54	Cc1ccc(NC(=O)C2=NNC(=O)CC2)cc1F	x	x	x	i	x

#	human PMI inhibitors	M17LAP inhibition	P. falciparum M1AAP	LYP phosphatase	XIAP displacement
46	11%	-5%	7%	-2%	-0.8%
47	13%	-7%	-1%	-3%	-1.9%
48	-7%	-5%	-2%	8%	-5.7%
49	-4%	13%	-2%	-11%	1.3%
50	x	3%	-3%	-8%	x
51	-2%	2%	0%	-6%	-1.9%
52	x	-9%	-1%	-10%	x
53	-3%	27%	6%	1%	-6.1%
54	x	-1%	4%	-4%	x
